# MLL CXXC-DNA inh – qHTS Fluorescence Polarization Assay for Inhibitors of MLL CXXC domain - DNA interaction | Histone-lysine N-methyltransferase 2A (Homo sapiens), Q03164 | MLL-CXXC / FITC-HOXA9 DNA fluorescence polarization | Potency, µM (top dose mostly 115 µM), without a hit: at the top dose activity change, negative = inhibition, actives largely listed as inhibitors | 290,000 tested, 0.037% active | AID 2662, 2010; active means well fitted inhibition curve with a large enough effect in the polarisation, with a control signal flat, not every such curve was filed as active; inconclusive means small, poorly fitted or top-dose-only effect, or effect the other way, or a change in a side signal; inactive means no such curve, though single readings can be large or run the other way; the % refers to the polarisation; further: potency means the concentration at half of the fitted maximal effect
#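 Purified MLL-CXXC (added from a 7 uM solution) was preincubated 5 min at ambient with pinned compounds in 50 mM Tris-HCl pH 7.5, 50 mM NaCl, 1 mM DTT, 0.05% BSA. Fluorescein-labeled HOX-A9 DNA (50 nM solution) followed, 30 min, then polarization read.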
# TRPV1 ag – HTS Assay for Compounds that Act as Agonists of the Vanilloid Receptor 1. Transient receptor potential cation channel subfamily V member 1 (Homo sapiens), Q8NER1. AID 540275, 2011. activation, % at 8.33 µM. 320,000 tested, 0.19% active. TRPV1-expressing cells, Fluo-8 calcium influx, agonist mode; in the data active means activation above about 80%; inconclusive means between about 30% and that limit; further: 0% is about no effect
#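 Cells expressing TRPV1 were dye-loaded with Fluo-8 and read kinetically: 10 s baseline, 3 min after compound (agonist portion), then 2 min after EC20 capsaicin (allosteric enhancer portion). Calcium-bound dye fluorescence at 480/520 nm.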
# FBPA coupling cs – qHTS Assay for Inhibitors of Fructose-1,6-bisphosphate Aldolase from Giardia Lamblia: Coupling assay counterscreen; coupling enzyme system counterscreen, AmpLite Red fluorescence; activity change, negative = inhibition, % at 58.2 µM, hits read low; 290,000 tested, 0.67% active; in the data active means activity change below about -30%; further: on the % scale 0 is the no-effect control and ±100 the full control effect
#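 Final compound at 57.5 uM, incubated 10 min at RT with coupling enzyme reagent (glyceraldehyde-3-phosphate), then 20 min with substrate and AmpLite Red detection. Fluorescence read at 525/598 nm; tests interference with the coupling assay, not aldolase inhibition.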
# B2AR arrestin – qHTS assay of beta-arrestin-biased ligands of beta2-adrenergic receptor; Beta-2 adrenergic receptor (Homo sapiens), P07550; Potency, µM (titrated, usually from 46.1 µM), inactives show top-dose activation, most hits filed as activators; 330,000 tested, 0.02% active; AID 492947, 2010; beta-arrestin recruitment to beta2AR, cell-based reporter;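 further: potency means the concentration at half of the fitted maximal effect; 0% = DMSO controls and full agonism = EC100 isoproterenol or metaproterenol; nearly all actives have a fitted effect of over 65% in size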
# KCNH2 3.1 inh – qHTS for Inhibitors of KCHN2 3.1: Mutant qHTS. Potassium voltage-gated channel subfamily H member 2, brain isoform KCNH2 3.1 (human). U2OS KCNH2 3.1, thallium flux FluxOr; stronger effect = lower value. activity change, % (tested at about 1.8 µM). 340,000 tested, 0.95% active. AID 720553, 2013;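 active means maximum activity change below -70%; inconclusive means maximum activity change from -70% to -50%; inactive means maximum activity change above -50%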;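 further: thallium influx rate constant from kinetic fluorescence after stimulation buffer; on the % scale 0 is the no-effect control and ±100 the full control effect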
#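 Thallium flux via FluxOr fluorescence (Red40 quencher, 45 min loading) in U2OS cells virally expressing the KCNH2 3.1 isoform (1.77 x 10^8 /mL virus, overnight at 37 C). Rate constants from 2-min kinetic reads post-stimulation, normalised to positive and negative controls.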
# GALK inhibitor – qHTS Assay for Inhibitors of Human Galactokinase (GALK). P51570. Purified GALK, Kinase-Glo residual ATP luminescence. Potency, µM (doses to about 57.5 µM), for inactives: at the top dose activity change, negative = inhibition, hits mostly inhibitors. 270,000 tested, 0.007% active; further: potency means the concentration at half of the fitted maximal effect; on the % scale 0 is the no-effect control and ±100 the full control effect
# Target sequence (P51570 whole entry, looked up): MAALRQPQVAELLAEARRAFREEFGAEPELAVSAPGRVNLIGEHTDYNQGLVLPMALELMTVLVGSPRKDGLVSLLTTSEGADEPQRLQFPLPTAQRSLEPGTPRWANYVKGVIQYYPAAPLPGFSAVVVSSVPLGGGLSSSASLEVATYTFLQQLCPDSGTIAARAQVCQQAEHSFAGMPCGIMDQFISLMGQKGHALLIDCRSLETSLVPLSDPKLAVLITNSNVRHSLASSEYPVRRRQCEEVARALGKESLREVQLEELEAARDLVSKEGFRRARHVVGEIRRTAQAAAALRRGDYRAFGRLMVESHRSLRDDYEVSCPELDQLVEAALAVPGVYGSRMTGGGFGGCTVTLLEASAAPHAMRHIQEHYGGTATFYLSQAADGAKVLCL
#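 5 nM enzyme, 35 uM ATP, 100 uM galactose, 20 mM HEPES pH8.0, 5 mM MgCl2; 1 h RT; residual ATP by Kinase-Glo Plus luminescence, qHTS format.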
# USP2a block – qHTS Assay for Inhibitors of Ubiquitin-specific Protease USP2a Using CHOP2 as the Reporter. USP2 core, Ub-CHOP2 coupled fluorogenic reporter, 485/531. Potency, µM (series often up to 38.3 µM), for inactives: top-dose activity change, negative = inhibition, most hits filed as inhibitors. 330,000 tested, 0.01% active. AID 463254, 2010;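 further: potency means the concentration at half of the fitted maximal effect; plate controls were DMSO wells for no effect and full inhibition by NEM control for full effect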
# Target sequence (O75604 whole entry, looked up): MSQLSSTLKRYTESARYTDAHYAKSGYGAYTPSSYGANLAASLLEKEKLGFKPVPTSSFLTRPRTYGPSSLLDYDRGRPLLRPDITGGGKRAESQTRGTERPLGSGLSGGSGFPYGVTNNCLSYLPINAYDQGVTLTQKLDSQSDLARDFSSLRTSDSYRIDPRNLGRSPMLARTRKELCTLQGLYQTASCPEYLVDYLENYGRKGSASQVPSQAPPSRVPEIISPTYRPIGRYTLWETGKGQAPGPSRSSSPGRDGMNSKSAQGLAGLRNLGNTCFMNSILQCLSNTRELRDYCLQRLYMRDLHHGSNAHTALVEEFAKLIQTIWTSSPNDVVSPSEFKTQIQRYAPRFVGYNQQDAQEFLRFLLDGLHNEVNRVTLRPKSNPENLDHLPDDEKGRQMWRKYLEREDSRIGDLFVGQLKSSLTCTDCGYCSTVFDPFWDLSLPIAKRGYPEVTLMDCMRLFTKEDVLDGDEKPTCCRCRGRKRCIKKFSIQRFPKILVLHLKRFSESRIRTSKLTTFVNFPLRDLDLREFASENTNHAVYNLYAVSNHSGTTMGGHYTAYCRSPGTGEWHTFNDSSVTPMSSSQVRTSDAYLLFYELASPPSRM
#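 USP2 core (10nM final) preincubated 30min RT with compound in 20mM Tris-HCl pH 8.0, 2mM CaCl2, 2mM beta-mercaptoethanol, 0.05% CHAPS; 25nM Ub-CHOP2 plus 25nM reporter substrate added, fluorescence (Ex485/Em531) read after 60min.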
# hERG WT inh – qHTS for Inhibitors of KCHN2 3.1: Wildtype qHTS. activity change, % at 1.84 µM. U2OS, BacMam KCNH2, thallium flux FluxOr; stronger effect = lower value. 340,000 tested, 0.37% active. Voltage-gated inwardly rectifying potassium channel KCNH2 (Homo sapiens), Q12809. AID 720551, 2013;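 active means maximum activity change below -70%; inconclusive means maximum activity change between -70% and -50%; inactive means maximum activity change above -50%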; further: on the % scale 0 is the no-effect control and ±100 the full control effect
#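 U2OS cells transduced with wild-type KCNH2 virus are loaded with FluxOr dye for 45 min, and thallium flux is measured in kinetic reads before and after stimulation buffer. Rate constants are normalized to DMSO controls.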
# Menin-MLL TR inh – qHTS Assay for Inhibitors Targeting the Menin-MLL Interaction in MLL Related Leukemias: Competition With Texas Red Labeled MLL-derived Mutant Peptide; O00255; Menin + Texas Red MLL mutant peptide, fluorescence polarization; 270,000 tested, 0.23% active; Potency, µM (doses to about 61.6 µM), for the others: at the top dose FP activity change, negative = inhibition, actives largely listed as inhibitors; active means well fitted inhibition curve with a large enough effect in the polarisation, with a control signal flat, not every such curve was filed as active; inconclusive means small, poorly fitted or top-dose-only effect, or effect the other way, or a change in a side signal; inactive means no such curve, though single readings can be large or run the other way; the % refers to the polarisation; further: potency means the concentration at half of the fitted maximal effect; % of control where 0% means no effect; many of its hits are not listed in these tables
# Giardia killer – Small Molecules that selectively kill Giardia lamblia: qHTS; Giardia lamblia trophozoite viability; 340,000 tested, 0.15% active; activity change, % at 7.66 µM, hits read low; in the data active means activity change below about -80%; inconclusive means between about -30% and that limit;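 further: parasites exposed to compound for two days anaerobically before the ATP read; on the % scale 0 is the no-effect control and ±100 the full control effect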
#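 Media and compound were dispensed first, then trophozoites at 100 cells/well; plates sat 48 hrs at 37 deg C without oxygen before ATP luminescence reagent was added and read after 15-30 min at room temperature.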
# PKM2 act – qHTS Assay for Activators of Human Muscle isoform 2 Pyruvate Kinase | Pyruvate kinase PKM (Homo sapiens), P14618 | purified PKM2, Kinase-Glo ATP luminescence, activation; response scale: 0% is enzyme alone, no compound | Potency, µM (highest dose often 57.5 µM), for inactives: top-dose activation, hits mostly activators | 260,000 tested, 0.34% active | AID 1631, 2009; further: potency means the concentration at half of the fitted maximal effect; on the % scale 0 is the no-effect control and ±100 the full control effect; nearly all actives have a fitted effect of over 55% in size
#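 Purified hPK-M2 (>95% pure) converted ADP (0.1 mM final) to ATP with 0.5 mM PEP in 50 mM imidazole pH7.2, KCl, MgCl2, Tween 20, BSA; 1 h at room temperature. ATP detected by Kinase-Glo luminescence.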
# Active calls of the source: *; ? = inconclusive; . = no result given; & = joins results of further samples; [ ] = dose if it differs, or a comment. Unless noted, the call rests on the fitted dose curve; in most records, active means well fitted curve in the direction sought with a large enough effect; inconclusive means small, poorly fitted or top-dose-only effect, or another doubt; inactive means no such curve, though single readings can be large; an effect the other way counts as inactive or inconclusive. Only part of the results is shown; the hit share may differ from the screen's.
SMILES,MLL CXXC-DNA inh,TRPV1 ag,FBPA coupling cs,B2AR arrestin,KCNH2 3.1 inh,GALK inhibitor,USP2a block,hERG WT inh,Menin-MLL TR inh,Giardia killer,PKM2 act
CCCOc1ccc2oc(=O)c3c(c2c1)CCCN3C(=O)CN1CCc2ccccc2C1,2%,?,-21,0.1%,-12,-1%,-3%,-2,?,-12,0%
Cc1nc2cc(C(=O)NCc3ccc4c(c3)OCO4)ccc2n1-c1ccc(Br)cc1,1%,0,6,0.2%,1,-5%,3%,-5,-1%,7,11%
COc1ccc2nc(N3CCCC3)c(C#N)cc2c1,?,21,-6,7.9%,13,2%,9%,2,5%,-19,6%
CNc1nnc(C(F)(F)F)s1,-3%,2,2,-0.7%,2,.,-2%,-2,.,3,-5%
CS(=O)(=O)c1ccc(Cl)c(NC(=O)CCN2C(=O)NC3(CCCC3)C2=O)c1,.,.,.,4.8%,6,.,2%,-2,.,-3,.
Cc1ccc(S(=O)(=O)N(CC(=O)Nc2ccc(C)cc2C)C(=O)N2CCN(C)CC2)cc1,.,-1,.,0.1%,-4,.,0%,-14,.,-5,.
Nc1nc(CSc2ncn[nH]2)nc(Nc2ccc(F)cc2)n1,7%,14,0,-0.1%,-13,11%,-3%,13,-3%,9,1%
COc1ccc2[nH]c3c(c2c1)CCN1C(=O)C(CC(=O)NCc2ccco2)C[C@H](C(=O)N2CCCCC2)[C@@]31C (stereo not given in full),.,.,.,-0.1%,0,.,1%,-11,.,17,.
CC(C(=O)N1CCc2ccccc2C1)N(c1ccccc1)S(C)(=O)=O (stereo not given),-1%,-1,-1,0.0%,10,-1%,0%,-2,17%,-4,2%
CC(=O)c1cccc(-n2nnnc2SCC(=O)Nc2ccccc2N2CCCCC2)c1,-4%,6,-1,-0.2%,-12,-3%,-2%,4,10%,-21,3%
CN(C)c1ccc(CNc2ccccn2)cc1,8%,6,0,-0.2%,-7,1%,3%,-1,1%,-1,-2%
Cc1ccc(S(=O)(=O)C2(C(=O)NCCc3ccccc3)CC2)cc1,8%,3,1,-0.3%,7,1%,1%,0,-5%,7,.
CC(=O)c1c(C)[nH]c(C(=O)Nc2ccc(Cl)cc2)c1C,18%,4,-2,-0.7%,-27,8%,1%,-4,0%,-4,?
Cc1ccccc1OCCn1cnc2c(N)ncnc21,6%,-4,4,-0.1%,-14,0%,4%,-6,-10%,21,4%
COc1ccc(C2=NOC(Cn3nc(C(=O)NCc4ccc5c(c4)OCO5)cc3-c3ccccc3)C2)cc1 (stereo not given),.,1,.,-0.1%,-3,.,1%,0,.,-13,.
O=C(Cn1c(=S)[nH]c2ccccc2c1=O)NCCc1ccccc1,-3%,3,4,0.1%,-3,3%,3%,-8,?,0,-21%
COc1ccc(N2Cc3ccc(C(=O)N/N=C\c4ccc(O)cc4O)cc3C2)cc1,2%,-1,0,0.2%,.,7%,?,.,?,.,.
CC(C)c1ccc(CN2C(=O)c3ccccc3S2(=O)=O)cc1,-3%,-4,-3,-0.4%,-4,-1%,-7%,0,1%,0,0%
Cc1nn(Cc2ccc(F)cc2)c(C)c1NC(=O)C1c2ccccc2Oc2ccccc21,-3%,-4,-1,-1.5%,0,-3%,-3%,-5,?,-3,-2%
O=C(Nc1c(C(=O)N2CCOCC2)cnn1-c1ccccc1)c1ccccc1F,3%,1,2,-0.4%,-1,5%,4%,-8,-13%,-18,.
COc1ccc2[nH]c(O)c(N=NC(=N)N)c2c1,0%,-2,0,-0.1%,-6,2%,4%,17,5%,16,0%
COC(=O)CCC(=O)OC1(C)C(=O)C=C2C=C(C3CC3)N(CC(C)C)C=C2C1=O (stereo not given),-10%,-2,-45*,-0.2%,.,-1%,-2%,.,-28%[11.7 µM],.,-2%[11.5 µM]
CC(C)OC(=O)c1cccnc1N1CCN(c2ccc(F)cc2)CC1,6%,?,-1,0.1%,-17,-2%,-2%,2,-7%,8,5%
CCOC(=O)COc1cc([N+](=O)[O-])cc2cccnc12,-3%,-1,2,0.2%,-9,1%,-1%,-4,21%,-10,-12%
O=C(CSc1ccc(-c2ccco2)nn1)NC1CCCC1,-8%,1,-1,-0.1%,20,-2%,0%,3,1%,-20,3%
SMILES,MLL CXXC-DNA inh,TRPV1 ag,FBPA coupling cs,B2AR arrestin,KCNH2 3.1 inh,GALK inhibitor,USP2a block,hERG WT inh,Menin-MLL TR inh,Giardia killer,PKM2 act
Cn1c2ccccc2c(=O)c2c(=O)n(Cc3ccccc3)c(-c3ccc(F)cc3)nc21,16%,4,-2,-0.9%,-38,-3%,0%,-2,.,-21,-1%
COc1ccc(S(=O)(=O)Nc2cc(C)on2)cc1OC,4%,0,-1,0.0%,-9,-4%,0%,1,1%,-7,7%
CCOCCCN(C(=O)Nc1ccc(CC)cc1)C1CCN(C(C)=O)CC1,0%,-2,4,-0.2%,-5,1%,-1%,10,-10%,20,-3%
Cc1oc(-c2ccccc2Cl)nc1CS(=O)CC(=O)NCc1ccco1 (stereo not given),5%,2,.,0.1%,-32,-5%,6%,3,.,26,.
NC(=O)c1ccccc1Br,-9%,1,5&-1,0.1%,16,.,-1%,-11,-17%,3&9,-1%
O=C(Nc1ccc(N2CCN(C(=O)c3ccccc3F)CC2)cc1)c1cncc(Br)c1,17%,10,.,-0.2%,-25,3%,1%,3,.,-10,-3%
CCOC(=O)Nc1cccc(OCC(=O)Nc2ccc(OC)cc2OC)c1,0%,7,8,0.3%,2,6%,1%,5,-2%,15,-5%
O=S(=O)(c1ccccc1)N1CCN(c2nnnn2-c2ccccc2)CC1,2%,-5,2,0.2%,.,4%,-2%,12,-1%,22,0%
COC(=O)c1cc(S(=O)(=O)N2CCN(c3ccccc3)CC2)c[nH]1,.,15,0,0.0%,-24,.,0%,-13,1%,-19,5%
CSCC[C@H](NC(=O)C1CCN(C(=O)[C@H](Cc2ccccc2)NS(=O)(=O)c2ccc(C)cc2)CC1)C(=O)O,?,-2,1,0.2%,4,.,-1%,9,10%,1,.
Cc1cc(C)cc(N(CCC(=O)Nc2nnc(C)s2)S(=O)(=O)c2ccc(Cl)cc2)c1,6%,-3,0,-0.6%,2,0%,1%,3,?,8,-2%
COc1ccccc1NC(=O)C1CCCN(C(=O)Nc2ccc(F)cc2)C1 (stereo not given),-6%,24,1,0.0%,0,15%,-1%,-8,-19%,7,6%
CCCCn1c(C(C)NC(=O)CC)nc2ccccc21 (stereo not given),5%,6,0,-0.2%,-9,3%,2%,2,3%,34[activator],-1%
Nc1ccccc1SSc1ccccc1N,-1%,2,-4,0.6%,5,-1%,0%,-4,?,-24,2%
CS(=O)(=O)c1ccc(-c2nnc(NC(=O)c3cccc(N4C(=O)CCC4=O)c3)o2)cc1,.,0,.,0.0%,-2,.,0%,-2,.,0,.
Cc1oc2cc3c(C(=O)N4CCCCC4)c(C)oc3cc2c1C(=O)N1CCCCC1,-2%,2,2,-0.3%,-17,1%,0%,3,-8%,-12,-6%
O=[N+]([O-])c1ccc(Sc2nnnn2-c2ccccc2)nc1,18%,-4,1,-0.4%,5,6%,1%,-17,-1%,-3,18µM*
O=C(NCCCNC(=O)c1cc(Cl)ccc1Cl)c1ccccn1,55%[activator],-2,3,0.1%,3,2%,5%,-6,-45%,6,-2%
O=C(Nc1ccccc1)NC1CCCCNC1=O (stereo not given),2%,1,2,4.1%,1,7%,2%,0,.,-14,-5%
O=C(CCc1nnc(-c2ccsc2)o1)N1CCc2c(Cl)cccc2C1,0%,7,1,-0.9%,7,2%,-1%,-3,-20%,0,5%
Cc1ccc(C)c(Nc2c([N+](=O)[O-])c(=O)oc3ccccc23)c1,-2%,3,0,-0.6%,36,8%,-1%,12,.,-8,0%
